# RGS7-Gao reg: RGS7-Galphao binding modulators, primary screen, biochemical, multiplexed bead flow cytometry. actives lie on both sides. binding response (% of control), % at 10 µM. AID 1439, 2008. actives 0.35% (n = 220,000); in the data active = binding response below about 49% or above about 150%; inconclusive = no clear call, values can overlap the other calls; inactive = in between;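 note: fluorescent Galphao held in activated GDP-AlF4 state binding bead-coupled RGS7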
# Target sequence (P09471 whole entry, looked up): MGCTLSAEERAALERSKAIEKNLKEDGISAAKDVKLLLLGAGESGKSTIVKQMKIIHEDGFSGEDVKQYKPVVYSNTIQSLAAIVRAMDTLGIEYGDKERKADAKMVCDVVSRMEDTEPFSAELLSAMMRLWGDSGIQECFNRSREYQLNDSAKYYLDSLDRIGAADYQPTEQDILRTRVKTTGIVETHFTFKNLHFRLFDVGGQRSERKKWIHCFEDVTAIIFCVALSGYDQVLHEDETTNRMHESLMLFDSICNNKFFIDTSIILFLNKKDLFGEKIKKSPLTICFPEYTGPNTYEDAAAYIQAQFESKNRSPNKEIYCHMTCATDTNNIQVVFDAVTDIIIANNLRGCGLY
# GSH bead fluor: compound fluorescence on glutathione beads, profiling panel, artefact control, biophysical, 488/530 nm, flow cytometry; actives 0.25% (n = 190,000); GSH beads flow cytometry, compound fluorescence 488/530 nm; active compounds read high; AID 1776, 2009; fluorescence (KMESF) at 10 µM; in the data active = fluorescence above about 89;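 note: glutathione beads carrying GST-tagged Bcl family fusion proteins plus one bare bead set; values are compound well signal with DMSO vehicle wells as background; inactives centre near 16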
# RGS4-Gao reg: modulators of RGS4 binding to Galphao, primary screen, biochemical, multiplexed bead flow cytometry; actives lie on both sides; binding response (% of control), % at 10 µM; Guanine nucleotide-binding protein G(o) subunit alpha (Homo sapiens), P09471; actives 0.33% (n = 220,000); in the data active = binding response below about 49% or above about 150%; inactive = in between;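 note: fluorescent Galphao activated with aluminum fluoride binding bead-coupled RGS4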
# Mcl1 Bid PPI: Mcl-1/Bid binding inhibitors, primary screen, biochemical, TR-FRET, 1536-well; Induced myeloid leukemia cell differentiation protein Mcl-1 (Homo sapiens), Q07820; TR-FRET Mcl-1/Bid-Dy647 peptide binding; actives 0.97% (n = 220,000); inhibition, % at 21.7 µM;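 active = compounds that cut the binding signal by more than half at the single screening dose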;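 note: His-tagged Mcl-1 with europium anti-His antibody binding Bid BH3 peptide; 0% = Mcl-1 plus peptide wells and 100% = peptide-only wells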
# Target sequence (Q07820 whole entry, looked up): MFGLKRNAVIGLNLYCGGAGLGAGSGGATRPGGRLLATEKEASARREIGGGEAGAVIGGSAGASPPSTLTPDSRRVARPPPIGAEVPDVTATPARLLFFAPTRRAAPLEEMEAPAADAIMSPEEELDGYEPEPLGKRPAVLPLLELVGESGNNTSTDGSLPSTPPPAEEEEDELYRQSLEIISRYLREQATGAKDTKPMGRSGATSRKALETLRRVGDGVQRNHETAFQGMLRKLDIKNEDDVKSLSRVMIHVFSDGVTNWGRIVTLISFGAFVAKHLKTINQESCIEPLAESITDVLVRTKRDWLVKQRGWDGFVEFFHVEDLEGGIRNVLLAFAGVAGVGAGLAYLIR
# Avidin fluor: green autofluorescence of compounds with avidin beads – biophysical, 488/530 nm, flow cytometry, artefact control, profiling panel | compound fluorescence 488/530 nm; active compounds read high | fluorescence (KMESF) at 10 µM | actives 0.38% (n = 220,000); in the data active = fluorescence above about 47; note: inactives centre near 10
# Mcl1-Noxa inh: Mcl-1/Noxa binding inhibitors, primary screen, biochemical, TR-FRET, 1536-well. TR-FRET Mcl-1/Noxa peptide binding, 2 h. inhibition, % at 21.7 µM. actives 1.5% (n = 220,000). AID 1022, 2008;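 active = compounds that cut the protein-peptide binding signal by more than 50% relative to plate controls in a single-dose test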;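 note: His-tagged Mcl-1 with rhodamine Noxa BH3 peptide and terbium anti-His antibody; 0% = Mcl-1 plus Noxa peptide wells and 100% = peptide-only wells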
# ABCG2 inh: ABCG2 efflux pump inhibitors, primary screen, multiplex with ABCB1, IgMXP3 cells, flow cytometry; Broad substrate specificity ATP-binding cassette transporter ABCG2 (Homo sapiens), Q9UNQ0; JC-1 efflux; inhibition, % at 6.6 µM; actives 0.1% (n = 190,000);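 active = inhibition above 80%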;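 note: 0% = DMSO and 100% = nicardipine control wells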
#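 Test system: IgMXP3 cells (ABCG2) mixed with DDAO far-red-labelled CCRF-Adr cells (ABCB1). Reagent: JC-1 transporter substrate. Compound dosing: single test compound dose, 6.6 µM final. Times: 10 min compound exposure, 25 °C. Detection: flow cytometry of retained JC-1 fluorescence. Read-out basis: efflux inhibition in percent versus controls. Controls: nicardipine and DMSO wells.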
# RGS8-Gao: RGS8-Galphao binding modulators, primary screen, biochemical, multiplexed bead flow cytometry | actives lie on both sides | Guanine nucleotide-binding protein G(o) subunit alpha (Homo sapiens), P09471 | response (percent of control binding), % at 10 µM | actives 0.34% (n = 220,000) | AID 1423, 2008; in the data active = response below about 60% or above about 140%; inactive = in between;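 note: Galphao activated as the GDP aluminium fluoride complex binding bead-coupled RGS8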
# ABCB1 inh: ABCB1 efflux pump inhibitors, primary screen, cell-based, multiplex, flow cytometry, ABCG2 counter-screen; actives 0.067% (n = 190,000); ATP-dependent translocase ABCB1 (Homo sapiens), P08183; CCRF-Adr cells, JC-1 efflux; inhibition, % at 6.6 µM; AID 1326, 2008; in the data active = inhibition above about 40%;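 note: 0% = vehicle and 100% = reference inhibitor; higher value means more JC-1 retained so stronger ABCB1 efflux block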
# Pf gametocyte: late stage P. falciparum gametocyte viability inhibitors, primary screen, ATP luminescence, HTS; actives 0.065% (n = 150,000); AID 743093, 2013; P. falciparum stage V gametocytes, 24 h; inhibition, % at 10.9 µM;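 active = inhibition above the mean plus 3 SD of compounds within the control limits, set per campaign, cut at about 38% in these data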;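 note: 0% = DMSO wells and 100% = medium only without gametocytes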
# Bim-Mcl-1: inhibitors of Bim peptide binding to Mcl-1, primary screen, biochemical, bead-based flow cytometry, multiplex; actives 0.1% (n = 190,000); Induced myeloid leukemia cell differentiation protein Mcl-1 (Homo sapiens), Q07820; Bim peptide-Mcl-1 binding; inhibition, % at 10 µM; AID 1009, 2008; in the data active = inhibition above about 40%;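 note: 0% = no compound tracer wells and 100% = peptide blocker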
# An asterisk follows results filed as active; ? = inconclusive; . = not tested or not shown.
# Screens in order – RGS7-Gao reg	GSH bead fluor	RGS4-Gao reg	Mcl1 Bid PPI	Avidin fluor	Mcl1-Noxa inh	ABCG2 inh	RGS8-Gao	ABCB1 inh	Pf gametocyte	Bim-Mcl-1
> CCCNC(=O)Cc1c(O)c2ccccc2[nH]c1=O
    99	5	85	-70	6	-33	0	95	0.0	.	-1
> CN1CCN(C(=O)N2c3ccccc3CCc3ccccc32)CC1
    100	13	99	-18	10	36	0	98	-0.1	.	-3
> COc1ccc2oc(C(=O)OCC(=O)NC(=O)NC(C)C)c(C)c2c1
    97	40	102	-16	8	16	4	100	-0.1	-6	0
> O=C(CN(C1CC1)S(=O)(=O)c1ccc(S(=O)(=O)N2CCCCCC2)cc1)Nc1ccccc1
    107	26	109	-21	47	-13	2	101	0.9	-20	-3
> O=c1c2nnn(-c3ccccc3)c2ncn1C/C=C/c1ccccc1
    90	18	90	2	6	10	2	94	0.2	.	0
> COc1ccc(N(CC(=O)Nc2ccc(S(=O)(=O)N3CCOCC3)cc2)S(=O)(=O)c2ccc(F)cc2)cc1
    102	12	102	-32	7	0	1	103	1.6	-4	-3
> CCCCOc1ccc(NC(=O)C(=O)NCCCn2ccnc2)cc1
    99	22	100	8	3	21	12	100	1.8	-5	-5
> CC(=O)NC(Cc1c[nH]c2ccccc12)C(=O)O (centres undefined)
    93	21	93	-6	7	23	2	93	0.9	.	-4
> Cc1cc(C(=O)N2CCCC(C(=O)c3cccc(C(F)(F)F)c3)C2)nc(C)n1 (centres undefined)
    100	12	102	-20	10	-2	1	104	0.3	-6	0
> NS(=O)(=O)c1ccc(CCNc2nc3c(-c4cccc(F)c4)nnn3c3ccccc23)cc1
    104	8	105	-172	19	-209	-8	103	-0.5	-20	-4
> Cc1sc2nc(C3CC3)nc(NCCNS(C)(=O)=O)c2c1C
    91	53	93	-34	11	12	11	98	11	.	-1
> CCCn1nc(C(=O)Nc2cc(C(=O)OC)ccc2C)c2ccccc2c1=O
    93	36	97	-3	10	-8	5	99	0.7	.	0
> CCOC(=O)c1ccc(N2CN(CCc3ccccc3)CNC2=S)cc1
    101	7	101	-74	5	0	-1	105	0.0	.	-3
> O=C(COC(=O)c1cc(-c2ccco2)nc2ccccc12)NCc1ccc2c(c1)OCO2
    98	24	100	22	31	76*	2	102	0.0	.	1
> CCc1sc(C(=O)NCc2cc(C)n(C)n2)cc1Br
    94	28	97	-2	28	7	2	97	0.3	-1	-1
> Clc1ccc(-c2nnsc2SCc2ccccc2)cc1
    101	40	100	-6	5	-1	0	101	0.0	16	-2
> CCOc1nc(C)ccc1-c1noc(-c2ccco2)n1
    98	26	89	-3	25	-5	4	95	0.8	.	-6
> NC(=O)c1c(NC(=O)c2cccnc2Cl)sc2c1CCCC2
    102	11	102	-11	12	7	11	102	0.6	12	0
> COC(=O)c1cccc2c1-c1ccccc1/C2=N/O
    101	39	100	8	7	12	0	101	0.1	-8	-2
> Cc1cccc(C)c1NS(=O)(=O)c1c(C)[nH]c(=O)[nH]c1=O
    98	24	101	-51	26	-11	6	100	3.8	-8	1

# The last six records of the part before lead into the next.
# Screens in order – RGS7-Gao reg	GSH bead fluor	RGS4-Gao reg	Mcl1 Bid PPI	Avidin fluor	Mcl1-Noxa inh	ABCG2 inh	RGS8-Gao	ABCB1 inh	Pf gametocyte	Bim-Mcl-1
> CCc1sc(C(=O)NCc2cc(C)n(C)n2)cc1Br
    94	28	97	-2	28	7	2	97	0.3	-1	-1
> Clc1ccc(-c2nnsc2SCc2ccccc2)cc1
    101	40	100	-6	5	-1	0	101	0.0	16	-2
> CCOc1nc(C)ccc1-c1noc(-c2ccco2)n1
    98	26	89	-3	25	-5	4	95	0.8	.	-6
> NC(=O)c1c(NC(=O)c2cccnc2Cl)sc2c1CCCC2
    102	11	102	-11	12	7	11	102	0.6	12	0
> COC(=O)c1cccc2c1-c1ccccc1/C2=N/O
    101	39	100	8	7	12	0	101	0.1	-8	-2
> Cc1cccc(C)c1NS(=O)(=O)c1c(C)[nH]c(=O)[nH]c1=O
    98	24	101	-51	26	-11	6	100	3.8	-8	1
> CCOC(=O)C1=C(C)NC(C)=C(C(=O)OCC)C1C(=O)OCC(=O)c1ccc2c(c1)OCCO2
    102	10	103	-73	17	5	2	90	0.3	.	-1
> O=c1[nH]c2cc(Br)cnc2nc1/C=C(\O)c1ccc(F)cc1
    95	26	97	0	15	6	6	101	0.6	12	-4
> CS(=O)(=O)Cc1nc2ccccc2oc1=O
    98	31	100	-8	12	18	6	99	0.4	9	0
> CCNC(=O)NC(=O)COC(=O)c1cccc(NS(=O)(=O)/C=C/c2ccccc2)c1
    102	8	101	-5	2	-4	0	105	0.0	-19	-3
> CN(C)C(=O)c1ccc2c(c1)C1C3CCC(C3)C1C(c1ccccc1)N2 (centres undefined)
    97	18	97	-36	3	10	4	101	1.6	.	-23
> Cc1[nH]c2c(C)cccc2c1CC(=O)O
    104	19	97	-40	6	7	22	101	22	-2	-1
> N#Cc1ccc(-c2ccc(OCC(=O)NCCc3ccccc3)cc2)cc1
    99	11	100	9	21	-6	82*	102	-0.1	5	-3
> Cc1cccc(Nc2ncnc(N)c2[N+](=O)[O-])n1
    ?	15	101	33	9	14	23	101	0.2	-3	0
> CCCCN1C(=O)CC(Sc2ncccc2C(=O)O)C1=O (centres undefined)
    ?	13	102	11	9	1	2	100	0.8	-2	-3
> Cc1n[nH]c(=O)nc1N/N=C/c1ccco1
    93	12	97	-23	7	19	0	98	0.1	.	-4
> Cc1cccc(NC(=S)NCC(C)CSc2ccc(Cl)cc2)c1 (centres undefined)
    103	13	103	-33	6	18	5	100	0.9	-18	0
> COc1ccc(NC(=O)C(CC(=O)O)C(C)c2ccccc2)cc1 (centres undefined)
    ?	12	99	-23	8	-5	-1	98	-0.2	.	-3
> Cc1cccc(N2CCN(C(=S)c3ccccc3)CC2)c1
    94	9	98	10	10	-5	12	97	0.6	.	-1
> CCc1ccc(NC(=O)CSCc2nc(N)nc(Nc3ccccc3CC)n2)cc1
    100	9	103	-6	4	21	7	104	0.1	22	-6
> N/C(=N\OC(=O)c1cccc(Cl)c1)c1ccccn1
    103	12	102	15	3	10	17	111	0.6	11	-4
> O=C(c1ccc([N+](=O)[O-])s1)N1CCc2ccccc2C1
    97	22	102	12	6	-7	12	101	0.7	19	2
> Cn1nnnc1SCC(=O)NC1CCCc2ccccc21 (centres undefined)
    99	15	101	7	12	9	2	100	0.2	-9	0
> CCC(=O)NCCNc1ccc([N+](=O)[O-])cn1
    112	17	101	-8	21	13	0	102	-0.1	.	-1
> O=C(c1ccc(Br)o1)N(Cc1ccccc1)c1ccccn1
    102	21	101	1	36	1	1	101	0.4	6	0
> Cc1ccc(NC(=S)N2CCCCC2CO)cc1C (centres undefined)
    100	21	98	-17	6	-7	3	99	-0.5	-15	-3

# (listing goes on)
Structure,RGS7-Gao reg,GSH bead fluor,RGS4-Gao reg,Mcl1 Bid PPI,Avidin fluor,Mcl1-Noxa inh,ABCG2 inh,RGS8-Gao,ABCB1 inh,Pf gametocyte,Bim-Mcl-1
CCOc1ccc(C(=O)/C=C/Nc2ccc(S(=O)(=O)Nc3onc(C)c3C)cc2)cc1,101,11,92,3,1,12,-2,97,-1.7,-18,0
CCCn1c(=O)c(C#N)cn(C2CC2)c1=O,?,.,101,-26,7,-10,.,98,.,-20,.
COc1ccc(C2=NN(C(=O)CSc3cn(C)c4ccccc34)C(c3ccc(OC)cc3)C2)cc1 (centres undefined),95,26,100,-122,9,-46,3,103,1.6,.,-1
Cc1ccc(C23CC4CC(CC(C(=O)N5CCOCC5)(C4)C2)C3)cc1,113,37,104,58*,41,22,11,99,1.4,-25,-3
COC(=O)c1ccc(-c2ncc(-c3cccc4ccccc34)o2)cc1,88,16,92,1,7,-18,4,97,0.2,.,2
CCC(=O)N1CCc2cc(S(=O)(=O)NCCN3CCCCC3CC)ccc21 (centres undefined),106,12,105,-12,29,9,-1,108,-0.3,.,1
O=C(CCc1ccccc1)Nc1ccc2c(c1)OCCO2,96,27,97,-13,10,-4,10,99,0.0,11,-2
CN(C)/C(=N\S(=O)(=O)c1ccccc1)c1ccc([N+](=O)[O-])cc1,98,11,95,-19,11,8,1,98,0.4,-5,1
CN1CCCC(OC(=O)CCCC(=O)OC2CCCN(C)C2)C1 (centres undefined),105,39,105,7,15,21,4,105,1.1,.,-4
Nc1nc(-c2c(Cl)cccc2Cl)no1,?,.,86,-5,5,4,.,88,.,13,.
NC(=O)CSc1nc2c(sc3ccccc32)c(=O)n1CCCC(=O)NCC1CCCO1 (centres undefined),?,.,102,2,8,8,.,99,.,-22,.
O=C(O)CC1SC(=Nc2cccc(C(F)(F)F)c2)NC1=O (centres undefined),102,35,99,10,6,19,1,100,0.4,-32,-3
COc1cc(C(=O)NC2CCN(Cc3nnnn3Cc3cccs3)CC2)cc(OC)c1OC,101,11,105,-14,11,-3,3,103,0.3,13,3

# Assay outcomes from PubChem.
